14-3-3 Bad inh: disrupts binding of bovine 14-3-3 zeta to phospho-Bad peptide | P63103 | inhibition, % at 21.7 µM | AID 781 | TR-FRET 14-3-3zeta/Dy647-pBad peptide displacement, 1 h | 0.71% of 220,000 active;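 active = inhibition above about 70%, limit read from the data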;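 note: 0% = full 14-3-3 plus peptide FRET controls and 100% = background without 14-3-3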
Target sequence (P63103 whole entry, looked up): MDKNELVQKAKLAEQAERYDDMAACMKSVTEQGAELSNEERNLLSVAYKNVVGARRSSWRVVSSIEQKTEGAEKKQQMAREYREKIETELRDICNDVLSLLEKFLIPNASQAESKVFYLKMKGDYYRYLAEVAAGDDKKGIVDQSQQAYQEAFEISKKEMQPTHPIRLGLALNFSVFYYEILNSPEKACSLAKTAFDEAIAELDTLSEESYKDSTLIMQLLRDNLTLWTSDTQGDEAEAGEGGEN
Thrombin inh: thrombin (human) inhibition. P00734. inhibition, % at 5 µM. 0.26% of 220,000 active. alpha-thrombin, Boc-VPR-AMC fluorogenic substrate cleavage;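 active = inhibition at or above 40%; inactive = inhibition below 40%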;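 note: 0% = enzyme with no compound and 100% = wells without enzyme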
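Material: human alpha-thrombin protein. Incubation: reaction at ambient temperature. Technique: fluorescence of released AMC, ex 355 nm, em 460 nm. Control set: no-compound enzyme wells and no-enzyme blanks. Also added: Boc-VPR-AMC substrate, 15 µM final. Buffer or medium: pH 7.5 Tris (50 mM) with NaCl 150 mM, Tween 20 0.05%.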
Hck-Nef inh: inhibitors of human Hck kinase activated by Nef. P08631. Recombinant Hck-YEEI plus Nef, Z-Lyte FRET kinase assay. inhibition, % at 20 µM. 0.68% of 220,000 active;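 active = Hck-Nef kinase inhibition above about 50%, limit read from the data; inactive = inhibition below that limit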;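 note: 0% = DMSO with Hck plus Nef and 100% = Hck alone without Nef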
Wee1 stabilizer: inhibitors of human Wee1 degradation | P30291 | HeLa Luc-Wee1K328M stability, luciferase luminescence; 100% = proteasome inhibitor MG132 effect | reporter increase, % at 5 µM | 1.2% of 220,000 active | AID 1321;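 active = activation above the mean of all tested compounds plus 3 SD, set per screening run, cut at about 8.8% in these data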;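 note: cells exposed to compound for 20 h before luminescence read; 0% = DMSO alone and 100% = MG132 at 30 µM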
FXIa inh: factor XIa (human) inhibition; purified FXIa, Boc-Glu-Ala-Arg-AMC fluorogenic substrate; inhibition, % at 5 µM; 0.14% of 220,000 active; AID 798;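 active = inhibition of at least 40%; inactive = inhibition below 40%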;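 note: fluorescence of freed AMC excited at 355 nm; 0% = enzyme without compound and 100% = no enzyme blank; many of its hits are not listed in these tables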
FXIIa inh 1536: blocks human coagulation factor XIIa protease activity | P00748 | purified FXIIa, Boc-QGR-AMC fluorogenic substrate, 2 h | inhibition, % at 5 µM | 0.3% of 220,000 active | AID 800; in the data active = inhibition above about 40%;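 note: 0% = enzyme with no compound and 100% = blank without enzyme; many of its hits are not listed in these tables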
Runt-SMMHC FRET: inhibitors of human RUNX1 Runt domain binding to CBFb-SMMHC; AID 1434; inhibition, % at 20 µM; 0.74% of 220,000 active; Cerulean-Runt/Venus-CBFb-SMMHC FRET ratio 530/480, 1 h; Q01196+Q13951;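 active = mean inhibition across duplicate retests at 20 µM reaching about 50%, limit read from the data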;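 note: 0% = DMSO wells and 100% = wells with excess untagged CBFb-SMMHC; inhibitors lower the FRET ratio by blocking Runt binding to CBFb-SMMHC; some results filed as inactive read as strong as hits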
Target sequence (Q01196 whole entry, looked up, the tested form may be a part): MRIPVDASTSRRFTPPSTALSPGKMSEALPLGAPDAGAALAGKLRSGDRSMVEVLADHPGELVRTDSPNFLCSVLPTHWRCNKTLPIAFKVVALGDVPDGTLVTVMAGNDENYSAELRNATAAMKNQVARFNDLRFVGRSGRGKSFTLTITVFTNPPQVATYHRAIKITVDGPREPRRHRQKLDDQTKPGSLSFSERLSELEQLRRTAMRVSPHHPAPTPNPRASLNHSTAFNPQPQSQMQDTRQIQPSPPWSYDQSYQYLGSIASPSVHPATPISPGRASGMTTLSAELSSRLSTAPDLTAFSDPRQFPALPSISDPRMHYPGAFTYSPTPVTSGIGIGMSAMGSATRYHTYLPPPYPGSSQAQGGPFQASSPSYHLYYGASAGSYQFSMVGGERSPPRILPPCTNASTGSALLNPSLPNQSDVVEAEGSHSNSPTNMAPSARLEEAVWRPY
Target sequence (Q13951 whole entry, looked up, the tested form may be a part): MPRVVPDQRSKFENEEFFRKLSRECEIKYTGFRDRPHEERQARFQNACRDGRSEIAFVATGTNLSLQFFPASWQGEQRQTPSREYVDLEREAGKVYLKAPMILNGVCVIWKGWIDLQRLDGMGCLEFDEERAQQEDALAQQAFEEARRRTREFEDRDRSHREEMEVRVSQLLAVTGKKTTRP
hK5 inh: blocks human kallikrein 5 protease activity; AID 873; Q9Y337; inhibition, % at 5 µM; recombinant hK5, fluorogenic AMC substrate cleavage; 0.59% of 210,000 active;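 active = inhibition of 40% or more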;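 note: 0% = enzyme controls without compound and 100% = no-enzyme blanks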
Runt-CBFb FRET: Runt domain-CBFb interaction inhibition; inhibition, % at 20 µM; Q01196+Q13951; AID 1496; 0.46% of 220,000 active; Cerulean-Runt/Venus-CBFb FRET ratio 530/480, 1 h;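 active = inhibition over about 50% at 20 µM in the single-dose screen, limit read from the data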;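 note: 0% = DMSO wells and 100% = excess unlabeled CBFb competitor control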
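test system = Cerulean-Runt domain fusion protein, energy donor | probe or stimulus = Venus-CBFb binding partner, 100 nM | incubation = two 1 h room-temperature incubations shielded from light | detection = fluorescence energy transfer, 422 nm excitation, 530/480 nm emission | measure = loss of energy transfer signal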
The depositor's hits bear a star; x = no result given; [ ] = dose if it differs, or a comment.

SMILES	14-3-3 Bad inh	Thrombin inh	Hck-Nef inh	Wee1 stabilizer	FXIa inh	FXIIa inh 1536	Runt-SMMHC FRET	hK5 inh	Runt-CBFb FRET
NCCc1nnc(SCc2ccccc2Cl)o1	1	-3	12	1	6	5	-2	1	0
CCOc1ccccc1-n1nnnc1SCC(=O)NC(=O)NCc1ccco1	-17	3	-3	0	3	5	6	-19	6
CCN1CCN(c2nc3c(c(=O)n(C)c(=O)n3C)n2Cc2cccc3ccccc23)CC1	0[fluorescence artefact?]	-3	6	5	-1	12	11	-5	-1
CCN1C(=O)c2cccc3c(S(=O)(=O)NCCCN4CCOCC4)ccc1c23	x	0	0	-2	2	12	-52	6	-11
COc1ccccc1NC(=O)Nc1nc(C(C)(C)C)cs1	-6	-2	26	2	-1	7	-35	2	-1
CCC(=O)N(Cc1cc2cc(C)c(C)cc2[nH]c1=O)C1CCCCC1	13	-2	0	0	0	5	-85	2	0
COc1ccc2oc(=O)c(C(=O)NCc3ccco3)cc2c1	-20	-6	26	3	0	9	20	-1	23
Cc1ccc2nc3sc(C(=O)N4CCOCC4)c(N)c3cc2c1	-7	-1	2	0	-8	7	-2	-1	4
O=C(Nc1nncs1)c1ccccc1Br	-2	-4	-1	-1	9	12	-1	17	-1
CC(Cl)C(=O)NC(=O)NC12CC3CC(CC(C3)C1)C2 (centres undefined)	-1	6	1	0	-9	9	3	-3	0
CCOC(=O)c1c(C)nc2cc(C)ccn12	3	-6	-2	3	1	4	7	1	-2
O=C(CC(=O)NC1CCCCC1)N/N=C/c1ccccc1F	-7	-12	-10	-2	0	4	2	-1	1
Brc1ccc(-c2n(-c3ccccn3)c3ccccc3[n+]2-c2ccccn2)cc1	8	1	26	3	1	9	-3	0	0
COc1ccc(/C=C/c2nc(-c3ccccc3O)n[nH]2)cc1	-9	-7	-1	9	6	8	-7	-17	-2
COc1ccc(C2C3=C(N=C4SCC(=O)N42)c2ccccc2CC3)cc1 (centres undefined)	1	6	-1	-2	7	15	-1	3	3

Exported as a markdown table: part of the list above
| structure | 14-3-3 Bad inh | Thrombin inh | Hck-Nef inh | Wee1 stabilizer | FXIa inh | FXIIa inh 1536 | Runt-SMMHC FRET | hK5 inh | Runt-CBFb FRET |
| --- | --- | --- | --- | --- | --- | --- | --- | --- | --- |
| O=C(CC(=O)NC1CCCCC1)N/N=C/c1ccccc1F | -7 | -12 | -10 | -2 | 0 | 4 | 2 | -1 | 1 |
| O=C(Nc1nncs1)c1ccccc1Br | -2 | -4 | -1 | -1 | 9 | 12 | -1 | 17 | -1 |

The results go on:
SMILES	14-3-3 Bad inh	Thrombin inh	Hck-Nef inh	Wee1 stabilizer	FXIa inh	FXIIa inh 1536	Runt-SMMHC FRET	hK5 inh	Runt-CBFb FRET
CCOC(=O)N1CCN(C(=S)NC)CC1	2[fluorescence artefact?]	-1	-2	3	-6	7	5	2	0
O=C(Nc1ccc(-c2nc3cccnc3s2)cc1)c1ccc(Cl)nc1	24	-4	42	2	3	10	-1	1	-2
Cc1nn(C(=O)c2ccco2)c(C)c1Sc1ccc(Cl)cc1	-21	-8	3	2	0	4	-5	-20	-1
CC(=O)N1CCN(Cc2ccc(Br)s2)CC1	50	1	3	0	2	9	-11	-5	2
COc1ccccc1/C=C/C(=O)Nc1ccc(N2CCOCC2)cc1	-3	-13	20	-1	-2	7	-6	0	1
CCn1ncc([N+](=O)[O-])c1C(=O)n1nc(C)cc1C	-6	-8	1	-1	-1	2	1	-9	-1
CC(C)c1nnc(NC(=O)c2cccc(NC(=O)C(F)(F)F)c2)s1	2	1	20	2	1	9	-4	4	7
COc1ccc(C2NC(=O)c3sc(=S)n(-c4ccccc4)c3N2)cc1 (centres undefined)	2	1	-3	0	-2	6	2	6	1
COc1ccc2[nH]c(=O)c(CN(Cc3cccs3)Cc3nnnn3Cc3ccccc3)cc2c1	x	4	2	0	13	15	2	-2	-3
O=C(NNC(=O)C1CCN(Cc2ccc(Cl)c(Cl)c2)CC1)c1cccs1	2	2	10	1	8	9	2	-9	2
O=C(COC(=O)c1c2c(nc3ccccc13)/C(=C/c1ccco1)CC2)NC1CCCC1	-9	1	0	-2	2	6	x	-84	17
O=C1CC(N2CCN(c3ccc(C(=O)c4ccc(F)cc4)cc3)CC2)C(=O)N1 (centres undefined)	5	4	1	8.9*	3	16	0	3	-3
CCN1CCCC1CN(Cc1cc2ccc(C)cc2[nH]c1=O)C(=S)Nc1ccc(OC)cc1OC (centres undefined)	-5	2	0	0	8	6	-8	-6	48
Clc1ccc(Cn2cc(/C=N/n3cnnc3)c3ccccc32)c(Cl)c1	-7	0	-22	-3	3	10	-9	-14	0
COc1cc(C(=O)OCCc2c(C)nc3nc[nH]n3c2=O)cc(OC)c1OC	-2	-11	15	-1	-3	6	2	-5	1
CC(=O)c1nnn(-c2ccc(F)cc2F)c1C	1	1	6	-3	10	4	-3	-3	-1
Cc1c(NC(=O)CSc2nnc(-c3ccco3)n2-c2ccccc2)c(=O)n(-c2ccccc2)n1C	11	0	11	1	3	2	3	-1	-1
CCc1ccc(Cn2nnc(C(=O)Nc3ccc(OC)cc3OC)c2N)cc1	-1	10	4	0	9	12	-5	0	1
CC(=O)NC(C)C12CC3CC(CC(C(=O)O)(C3)C1)C2 (centres undefined)	-6	1	0	0	5	8	-2	-8	-1
O=c1c2sccc2nc(SCc2cc(=O)n3cc(Cl)ccc3n2)n1Cc1ccccn1	-12	-10	22	7	-3	3	2	0	0
CC(=O)c1ccc(Sc2ccc(C(C)=O)cc2)cc1	-3	0	2	1	19	24	-1	-17	0
CCc1[nH]nc2c1C(Cc1ccccc1)C(C#N)=C(N)O2 (centres undefined)	2	0	2	1	5	16	-3	4	0
Cc1ccc(C)c(N(C)C(=O)COc2cc(=O)n(C)c3ccccc23)c1	-1	16	2	3	15	26	1	10	1
O=C(CN(Cc1ccccc1C(F)(F)F)C(=O)CNC(=O)c1ccco1)NC1CCCC1	-2	-8	2	-2	-2	-7	4	0	-3
Cc1nn(Cc2ccccc2)c(C)c1NC(=O)CSc1nc(-c2ccccc2)nc2c1cnn2-c1ccccc1	30	-4	18	-1	-8	9	0	-2	2
COc1ccccc1N1CCN(c2nc3ccccc3nc2C(C#N)C(=O)OC(C)C)CC1 (centres undefined)	4	-4	0	-1	-4	2	3	9	2
CCc1nn(-c2cc(Oc3ccccc3)nc(-c3ccccc3)n2)c(N)c1C#N	-3	1	-19	2	-1	9	2	1	0
Cc1c(CCO)c(=O)n(-c2ccccc2)n1S(=O)(=O)c1ccc([N+](=O)[O-])cc1	-4	-1	19	-1	-6	7	0	-4	0
COc1cc(C2NCC(c3ccc(Cl)cc3Cl)c3c2[nH]c2ccccc32)cc(OC)c1OC (centres undefined)	-7[fluorescence artefact?]	-10	1	-1	-2	-1	68	-17	-2
COc1cc(C(=O)NC(=S)NNC(=O)c2cnccn2)cc(OC)c1OC	-5	-4	3	0	-6	6	12	-76	6
S=C(Nc1ccccc1)N1N=CCC1c1ccccc1 (centres undefined)	-23[fluorescence artefact?]	-10	2	2	-8	-17	-1	-19	2
COc1cccc(-c2nc(SCC(=O)Nc3nc(-c4ccccc4)c(C)s3)[nH]c(=O)c2C#N)c1	-3	3	19	3	2	10	-9	-1	-9
C=CCNc1nc(C(=O)OCC)nc2ccccc12	-11	-4	18	-2	-4	4	0	-2	-2
O=C(CCCCn1c(=S)[nH]c2ccsc2c1=O)NCc1ccco1	-9	-7	-4	5	-9	-2	4	-4	9
COCCn1c(SCC(=O)Nc2ccc3c(c2)OCCO3)nnc1-c1c[nH]c2ccccc12	14	3	1	-2	5	17	-3	-15	0
Cc1cc(C)n(CCNC(=O)c2cc(COc3c(F)cccc3F)on2)n1	-9	2	22	2	-1	8	0	0	0
CCCC(=O)NNc1c2ccccc2nc2ccccc12	-8	-11	1	0	-1	12	26	-5	40
O=C(/C=C/Nc1cccc(O)c1)c1ccccc1	-1	0	-3	1	1	2	-4	4	-2
CN(C)C(=O)COC(=O)c1ccccc1Sc1ccccc1C#N	-2	-3	13	-1	4	12	0	2	-3
O=C(c1cccs1)N1CCC(Cc2ccccc2)CC1	-1	4	0	-1	9	14	5	-6	1
COc1ccc(NS(=O)(=O)c2ccc(O)c(NC(=O)c3cc4c(C)nn(-c5ccc(F)cc5)c4s3)c2)cc1	3	-2	28	-1	7	13	-8	-6	3
CCC(C)NC(=O)c1ccccc1NC(=O)CN(c1ccc(OC)cc1)S(C)(=O)=O (centres undefined)	-4	-5	11	0	-2	7	2	-22	1
CCC1(C)NC(=O)N(CC(=O)Nc2sc3c(c2C(N)=O)CCC3)C1=O (centres undefined)	-6	3	-8	1	0	14	-9	14	0
O=C(O)c1cc2nc3c(c(C(F)(F)F)n2n1)CCCC3	-5	-9	22	7	0	6	3	1	-1
Cc1occc1C(=O)NNC(=O)Nc1ccc([N+](=O)[O-])cc1	-11	-9	27	-4	3	9	2	7	1

Filtered by structure: the compounds so far containing a nitro group on carbon
SMILES	14-3-3 Bad inh	Thrombin inh	Hck-Nef inh	Wee1 stabilizer	FXIa inh	FXIIa inh 1536	Runt-SMMHC FRET	hK5 inh	Runt-CBFb FRET
CCn1ncc([N+](=O)[O-])c1C(=O)n1nc(C)cc1C	-6	-8	1	-1	-1	2	1	-9	-1
Cc1c(CCO)c(=O)n(-c2ccccc2)n1S(=O)(=O)c1ccc([N+](=O)[O-])cc1	-4	-1	19	-1	-6	7	0	-4	0
Cc1occc1C(=O)NNC(=O)Nc1ccc([N+](=O)[O-])cc1	-11	-9	27	-4	3	9	2	7	1

(continued)
SMILES	14-3-3 Bad inh	Thrombin inh	Hck-Nef inh	Wee1 stabilizer	FXIa inh	FXIIa inh 1536	Runt-SMMHC FRET	hK5 inh	Runt-CBFb FRET
Cc1nc2cccnc2nc1C	5	-13	30	6	2	9	-1	2	1
COCC(N)(c1ccccc1)c1nc2ccccc2n1C (centres undefined)	8	-3	3	1	4	13	2	-20	0
C=CCn1cnc2c(nnn2Cc2ccc(F)cc2)c1=O	-3	-2	13	4	2	-2	1	-1	2
Cc1ccc(NC(=O)c2ccc(NS(=O)(=O)c3c(C)noc3C)cc2)cc1C	4	0	6	1	8	8	-2	16	-2
CN(CC(=O)Nc1nc2ccc(F)cc2s1)S(=O)(=O)c1ccc(Cl)cc1	-3[fluorescence artefact?]	-6	0	1	-2	2	-3	-7	1
Cc1ccc(N/C=C/C(=O)c2cccs2)cc1	-10	-1	12	8	0	10	-12	4	-2
CN(C)S(=O)(=O)c1cccc(COC(=O)c2ccc3c(c2)OCO3)c1	13	-2	14	1	3	7	4	-2	-2
Cc1ccc(C)c(SCC(=O)NC(=O)Nc2ccc3c(c2)OCCO3)c1	-6	2	8	-3	11	16	8	-7	-1
O=C(O)[C@H](CO)Nc1ncnc2sc3c(c12)CCC3	13	2	1	-1	3	17	5	-14	0
COc1cccc(-n2cnc3sc4c(c3c2=O)CCC4)c1	5	-3	12	2	0	9	0	3	3
O=C(NCc1ccco1)C1CC(c2ccccc2C(F)(F)F)=NO1 (centres undefined)	-3	21	5	x	72*	21	-1	19	0
Cc1nn2c(NCCOCCO)c3c(nc2c1-c1ccccc1)CCC3	-2	-6	-8	0	-12	-8	19	20	0
O=C(c1ccc2c(=O)n(-c3ccccc3)c(=S)[nH]c2c1)N1CCCCC1	-4	-3	-1	0	-5	4	3	x	1
